# TGFb SMAD3 inh: TGF-b pathway inhibition; HepG2 CAGA-GFP TGF-b/SMAD3 reporter, GFP fluorescence, 18 h; TGF-beta stimulated, 500 pg/mL final; Potency, µM (doses to about 46.1 µM), without a hit: top-dose activity, negative = inhibition, actives largely listed as inhibitors; 410,000 tested, 1.2% active; also: potency is read from the fitted curve at half-maximal effect; % is scaled to controls: 0 for no effect and ±100 for the full control effect; nearly all actives have a fitted effect of over 65% in size
#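 Per well, imaged GFP fluorescence of HEPG2 CAGA-GFP cells gives the signal; cells get compound, then TGF-beta (500 pg/mL final), 18 h at 37 degrees C; %Activity versus -TGF-beta and +DMSO controls.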
# S2 tox: reduces viability in counter-screen for ATXN expression inhibitors | S2 cells (HEK-293 line with an ATXN2-luciferase reporter) viability, CellTiter-Fluor protease fluorescence, 24 h | Potency, µM (series often up to 56.7 µM), hits mostly cytotoxic | 400,000 tested, 0.49% active | AID 651635; also: potency is read from the fitted curve at half-maximal effect; nearly all actives have a fitted effect of over 40% in size
# CCT chaperon mod: cytosolic chaperonin activity modulation; purified chaperonin ATPase assay, HTRF ADP detection, 30 min; activity change, % (test concentration not listed), hits read low; 360,000 tested, 0.3% active; AID 651819; in the data active = activity change below about -30%; also: % is scaled to controls: 0 for no effect and ±100 for the full control effect
#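 Enzyme 40 or 20 nM (batch-dependent) in Tris pH 7.4/KCl/MgCl2/DTT; cpd 76 uM single point; ATP 10 uM; 30 min 37 °C; Transcreener ADP HTRF detection, 30 min RT; ratio 665/615.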
# MmCpn inh: M. maripaludis TRiC chaperonin inhibition. purified Mm-Cpn ATPase, ADP Transcreener TR-FRET. Potency, µM (doses to about 76.9 µM), without a hit: at the top dose activity, negative = inhibition, actives largely listed as inhibitors. 330,000 tested, 0.031% active; also: potency is read from the fitted curve at half-maximal effect; % is scaled to controls: 0 for no effect and ±100 for the full control effect; nearly all actives have a fitted effect of over 80% in size
#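 TR-FRET (320 nm excitation; 590 and 665 nm emission) reports ADP made from 10 uM ATP by 25 nM enzyme; compounds were preincubated 10 min, reaction run 30 min, both at 37°C.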
# pAkt inh: inhibitors of Akt phosphorylation; Neuro2A IGF-stimulated pAkt S473 HTRF, 20 min; hits give low values; activity change, % for hits at 50 µM; 360,000 tested, 0.32% active; in the data active = activity change below about -80%; inconclusive = mostly about -51% to -80%; also: % is scaled to controls: 0 for no effect and ±100 for the full control effect
#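 Neuro2A cells in DMEM with 0.5% FBS, overnight at 37 deg C, given compound at single 50 µM final, then IGF (6 nM final) for 20 min at 37 deg C. Lysed; phospho-Akt Ser473 by HTRF after 24 h, 665/615 ratio.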
# A549 tox: counter-screen for Nrf2 inhibitors: cytotoxicity in A549 cells; Potency, µM (top dose mostly 46 µM), inactives show at the highest dose activity change, negative = cytotoxicity, most hits filed as inhibitors; 390,000 tested, 0.16% active; AID 504648; A549 ARE-Fluc cells, CellTiter-Fluor viability, 18-24 h; also: potency is read from the fitted curve at half-maximal effect; % is scaled to controls: 0 for no effect and ±100 for the full control effect
#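 A549 ARE-Fluc cells in 5% FBS OPTI-MEM, 5000 cells/well, rested 2 h then exposed to compounds in concentration-response for 18-24 h at 37 °C. Viability by CellTiter-Fluor fluorescence (Ex 405/Em 525) after 30 min; luciferase luminescence (BugLite, 15 min, RT) read afterwards.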
# Nrf2 ARE act: Nrf2 pathway activation; AREc32 ARE-luciferase reporter (MCF7-derived line), luminescence, 24 h; Potency, µM (titrated, usually from 46.1 µM), inactives show at the highest dose activation, hits mostly activators; 410,000 tested, 0.31% active; AID 624171; also: potency is read from the fitted curve at half-maximal effect; % of control where 0% means no effect; nearly all actives have a fitted effect of over 65% in size
#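 Quantitative high-throughput format: AREc32 reporter cells, 1000 per well, received compound by pin transfer and were incubated 24 hr at 37 deg C, 5% CO2, before Steady-Glo luminescence detection.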
# HepG2 tox: counter-screen for TGF-b inhibitors: cytotoxicity in HepG2 cells; HepG2 CAGA-GFP viability, ATP luminescence, 18 h; Potency, µM (titrated, usually from 46.1 µM), inactives show at the top dose activity change, negative = cytotoxicity, most hits filed as cytotoxic; 410,000 tested, 0.76% active; also: potency is read from the fitted curve at half-maximal effect; some results filed as inactive show a strong effect at the top dose
#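 CellTiter-Glo luminescence gave cytotoxicity after 18 hours at 37 degrees C. The cells were HepG2 CAGA-GFP in 1% FBS DMEM, stimulated with 500 pg/mL TGF-beta after compound addition. %Activity was normalised to no-cell wells (complete cell-killing) and DMSO (no toxicity), and curves were fitted and classified.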
# Nrf2 block: inhibitors of Nrf2 signaling | A549 ARE-Fluc reporter, luciferase luminescence, 18-24 h | Potency, µM (highest dose often 46 µM), without a hit: at the highest dose activity change, negative = inhibition, usual class: inhibitors | 360,000 tested, 2.1% active | AID 504444; also: potency is read from the fitted curve at half-maximal effect; % is scaled to controls: 0 for no effect and ±100 for the full control effect; nearly all actives have a fitted effect of over 60% in size
#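 Nrf2 activity is the BugLite luminescence, read 15 min after reagent at room temperature, following CellTiter-Fluor cytotoxicity readout (30 min, 37C). Compound titrations were applied for 18-24 h to 5000 A549 ARE_Fluc cells/well in 5% FBS OPTI-MEM.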
# Numbers without * were called inactive; i = inactive; ? = inconclusive; · = no result given; & = joins results of further samples; [ ] = remark or other dose. Unless noted, calls follow the shape of the dose curve; as a rule, active = well fitted curve in the direction sought with a large enough effect; inconclusive = small, poorly fitted or top-dose-only effect, or another doubt; inactive = no such curve, though single readings can be large; an effect the other way counts as inactive or inconclusive.
1) Cc1ccc(-c2c(C(=O)N/N=C/c3ccc(C)o3)nnn2-c2nonc2N)cc1
2) CCOCCSc1c(C)cnc2c1c(=O)n(C)c(=O)n2C
3) NS(=O)(=O)c1ccc(NC(=O)COC(=O)C23CC4CC(CC(C4)C2)C3)cc1
4) COc1ccc(NC(=O)CC(C)=O)c(OC)c1
5) CC(OC(=O)c1ccco1)C(=O)NCc1cccs1 (stereo not drawn)
6) CN(c1ccccc1)S(=O)(=O)c1cccc(NS(=O)(=O)c2cccc(C(=O)O)c2)c1
7) Cc1ccc(NC(=S)NNC(=O)c2cn(C)nc2C)cc1
8) N#Cc1c(N)c(C#N)c(-c2ccc(O)cc2)c2c1CCCC2
compound no.,1,2,3,4,5,6,7,8
TGFb SMAD3 inh,-5%,1%,?,1%,17%,?,15%,-11%
S2 tox,i,·,i,i,i,i,i,i
CCT chaperon mod,-2.8,·,1.1,0.5,-1.9,1.9,-1.9,-3.3
MmCpn inh,2%,·,1%,-1%,-1%,4%,2%,-11%
pAkt inh,·,·,i,i,i,i,i,i
A549 tox,1%,0%,0%,-1%,0%,2%,-3%,-1%
Nrf2 ARE act,-0.6%,5.8%,-0.1%,-0.5%,0.3%,0.6%,1.7%,0.1%
HepG2 tox,19%,0%,-28%,4%,1%,3%,1%,-14%
Nrf2 block,-12%,·,10%,-13%,1%,7%,2%,·

9) CC(C)CC(=O)Nc1c(C(=O)N2CCN(Cc3ccccc3)CC2)oc2ccccc12
10) O=C(CCn1c(=S)oc2ccccc21)NC1CCCCCC1
11) O=C(c1cc(-c2cccnc2)nc2ccc(Cl)cc12)N1CCN(S(=O)(=O)c2cccs2)CC1
12) O=C(CN1CCN(c2ccccc2O)CC1)Nc1ccc(S(=O)(=O)N2CCCCCC2)cc1
13) CCOc1ccc(NC(=O)CCC(=O)NNC(=O)Nc2ccc(Cl)cc2)cc1
14) O=c1c2c3c(sc2n2cnnc2n1-c1ccccc1)N(Cc1ccccc1)CCC3
15) COc1ccc(-c2noc(-c3ccc(NCc4cccnc4)c([N+](=O)[O-])c3)n2)cc1OC
16) COc1cccc(NC(=S)N(CCCN2CCCC2)Cc2ccco2)c1
compound no.,9,10,11,12,13,14,15,16
TGFb SMAD3 inh,0%,26%,-11%,19%,1%,-4%,?,11%
S2 tox,i,i,i,i,i,i,i,i
CCT chaperon mod,-3.6,0.5,0.7,-4.1,-0.2,-0.5,·,-0.4
MmCpn inh,1%,-1%,2%,1%,-22%,0%,·,3%
pAkt inh,i,i,i,i,i,i,·,i
A549 tox,1%,24%,4%,-3%,5%,6%,6%,0%
Nrf2 ARE act,0.0%,0.1%,8.6%,2.0%,4.3%,-0.2%,2.6%,2.9%
HepG2 tox,-10%,1%,0%,-17%,-13%,-14%,-7%,-14%
Nrf2 block,6%,21%,2%,?,-3%,8%,16%,-2%

17) Cc1noc(C)c1CSc1nnc(-c2c[nH]c3ccccc23)n1-c1ccc(Cl)cc1
18) NCCNC[C@@H]1COC2(CCCCCCCCCCC2)O1
19) COC(=O)c1ccccc1NC(=O)Cn1nc(C(F)(F)F)c2c1CCC2
20) CCN(CC)CCCN=Cc1c(O)n(-c2cccc(C)c2)c(=O)c2ccccc12
21) COc1ccc(OC)c2nc3c(cc12)CCC3
22) CCOc1ccc2nc(Cl)sc2c1
23) COC(=O)c1sccc1NC(=O)Cc1ccc(OC)c(OC)c1
24) Nc1cc(=O)[nH]c(SCC(=O)Nc2cccc(S(=O)(=O)N3CCCCC3)c2)n1
compound no.,17,18,19,20,21,22,23,24
TGFb SMAD3 inh,5%,?,?,2%,0%,?,14%,20%
S2 tox,i,i,i,i,i,i,i,i
CCT chaperon mod,0.5,-3.0,-0.7,2.0,0.9,-0.9,-1.2,-0.2
MmCpn inh,0%,0%,0%,-1%,1%,1%,-2%,-1%
pAkt inh,-115%*,i,i,i,i,i,i,i
A549 tox,10%,-10%,-6%,0%,-1%,-1%,8%,5%
Nrf2 ARE act,-0.1%,6.1%,22%,0.1%,4.5%,0.4%,-0.7%,-0.5%
HepG2 tox,-3%,-67%,0%,1%,-8%,-33%,-16%,-5%
Nrf2 block,·,3%,-18%,2%,?,4%,0%,-1%

25) COc1ccc(-c2c(-c3cc(OC)cc(OC)c3)n(C)c3ccc(-c4ccc(SC)cc4)cc23)cc1
26) CC(C)Cn1c(N)c(C(=O)CSc2nnnn2C)c(=O)n(C)c1=O
27) O=C(CCNS(=O)(=O)c1ccccc1)Nc1ccccc1
28) Cc1cc(C)n(-c2nc3ccccc3nc2Nc2ccc(N(C)C)cc2)n1
29) COc1cccc(NC(=O)CNS(=O)(=O)c2ccc(Cl)cc2)c1
30) CCOc1ccc(/C(O)=C2/C(=O)C(=O)N(CCOCCO)C2c2cccnc2)cc1 (stereo not drawn)
31) CC1=C(C(=O)N(C(C)C)C(C)C)CC(CC(=O)NCCc2ccccn2)C(=O)N1Cc1ccccc1 (stereo not drawn)
32) CCOC(=O)C1CCN(C(=O)Nc2ccc3nc(C)c(C)nc3c2)CC1
compound no.,25,26,27,28,29,30,31,32
TGFb SMAD3 inh,-2%,0%,-9%,81%[activator],-1%,0%,21%,0%
S2 tox,i,i,?,i,i,?,i,i
CCT chaperon mod,1.6,1.0,-2.6,·,1.7,0.4,3.0,-0.6
MmCpn inh,-4%,-1%,3%,·,-3%,-4%,·,-2%
pAkt inh,i,i,i,·,i,i,i,i
A549 tox,-3%,2%,-2%,-12%,0%,-11%,·,-5%
Nrf2 ARE act,0.3%,-0.4%,0.0%,-1.0%,-0.3%,0.0%,0.1%,0.2%
HepG2 tox,1%,-1%,-6%,49%,10%,11%,5%,-5%
Nrf2 block,11%,·,2%,9%,-11%,7%,·,3%

# Compounds 31 to 32, reprinted for reference:
31) CC1=C(C(=O)N(C(C)C)C(C)C)CC(CC(=O)NCCc2ccccn2)C(=O)N1Cc1ccccc1 (stereo not drawn)
32) CCOC(=O)C1CCN(C(=O)Nc2ccc3nc(C)c(C)nc3c2)CC1
compound no.,31,32
TGFb SMAD3 inh,21%,0%
S2 tox,i,i
CCT chaperon mod,3.0,-0.6
MmCpn inh,·,-2%
pAkt inh,i,i
A549 tox,·,-5%
Nrf2 ARE act,0.1%,0.2%
HepG2 tox,5%,-5%
Nrf2 block,·,3%

# Carrying on:
33) O=C(NCCCN1CCOCC1)c1c(O)c2cc(Br)cc(Br)c2[nH]c1=O
34) Nc1c(-c2ccccc2)cnn1-c1cccc(Cl)c1
35) CCn1cc(S(=O)(=O)NCCc2ccc(OC)c(OC)c2)cn1
36) CCNc1nc(Oc2ccc(OC)cc2)cc(C(F)(F)F)n1
37) Cc1ccc(S(=O)(=O)N2CCc3cc(C(=O)N(C)Cc4ccccc4)ccc32)cc1
38) COc1cccc(CNC(=O)Cn2ncc3c(=O)oc4ccccc4c32)c1
39) Cc1ccc(S(=O)(=O)N2CCOCC2)cc1C(=O)Nc1ccccc1N1CCOCC1
40) Cc1nn2cc(-c3ccc(Cl)cc3)nc2s1
compound no.,33,34,35,36,37,38,39,40
TGFb SMAD3 inh,-5%,2%,-1%,-26%,?,0%&-1%,-12%,0%
S2 tox,i,i,i,i,7.1µM*,i,i,i
CCT chaperon mod,0.8,1.0,-2.1,0.9,·,-3.6,-1.7,1.4
MmCpn inh,-1%,-2%,-3%,0%,·,-1%,2%,0%
pAkt inh,i,i,i,i,·,i,i,i
A549 tox,7%,4%,-1%,5%,0%,1%&27%,2%,2%
Nrf2 ARE act,0.2%,4.9%,-0.7%,-0.4%,3.6%,0.7%&-0.9%,-0.4%,2.9%
HepG2 tox,-21%,-46%,7%,-30%,2%,-10%&-4%,7%,-16%
Nrf2 block,4%,20%,6%,?,?,?,5%,?

41) CCOc1ccccc1NC(=O)Cn1c(=O)n(Cc2ccccc2)c(=O)c2c(C)c(C)sc21
42) COc1cccc(CNS(=O)(=O)c2ccc3c(c2)N(C(C)=O)CCS3)c1
43) C=CCn1c(-c2cccs2)nc2nc3ccccc3nc21
44) Cc1ccc(CS(=O)(=O)CCC(=O)NCCN2CCCCC2C)cc1 (stereo not drawn)
45) O=C(Cc1c[nH]c2ccccc12)Nc1ccccc1N1CCOCC1
compound no.,41,42,43,44,45
TGFb SMAD3 inh,1%,32%,?,-21%,-25%
S2 tox,i,i,i,i,i
CCT chaperon mod,·,-0.2,-2.8,-2.1,-2.3
MmCpn inh,·,-1%,-5%,0%,4%
pAkt inh,·,i,i,i,i
A549 tox,2%,1%,2%,-4%,7%
Nrf2 ARE act,-0.1%,-1.0%,15%,-0.1%,-0.5%
HepG2 tox,-40%,-2%,-15%,-22%,-23%
Nrf2 block,-12%,-5%,?,0%,?

# Structural class, those above with a thiophene ring, fused or not.
5) CC(OC(=O)c1ccco1)C(=O)NCc1cccs1 (stereo not drawn)
11) O=C(c1cc(-c2cccnc2)nc2ccc(Cl)cc12)N1CCN(S(=O)(=O)c2cccs2)CC1
14) O=c1c2c3c(sc2n2cnnc2n1-c1ccccc1)N(Cc1ccccc1)CCC3
23) COC(=O)c1sccc1NC(=O)Cc1ccc(OC)c(OC)c1
41) CCOc1ccccc1NC(=O)Cn1c(=O)n(Cc2ccccc2)c(=O)c2c(C)c(C)sc21
43) C=CCn1c(-c2cccs2)nc2nc3ccccc3nc21
compound no.,5,11,14,23,41,43
TGFb SMAD3 inh,17%,-11%,-4%,14%,1%,?
S2 tox,i,i,i,i,i,i
CCT chaperon mod,-1.9,0.7,-0.5,-1.2,·,-2.8
MmCpn inh,-1%,2%,0%,-2%,·,-5%
pAkt inh,i,i,i,i,·,i
A549 tox,0%,4%,6%,8%,2%,2%
Nrf2 ARE act,0.3%,8.6%,-0.2%,-0.7%,-0.1%,15%
HepG2 tox,1%,0%,-14%,-16%,-40%,-15%
Nrf2 block,1%,2%,8%,0%,-12%,?

# Screening results as filed in PubChem.
